Source: PubChem
NR1D1 modulator: modulators of Rev-erb alpha DNA binding, primary screen, biochemical, FITC-DNA, fluorescence polarization, uHTS; Nuclear receptor subfamily 1 group D member 1 (Homo sapiens), P20393; activity, % at 10 µM; 0.79% of 370,000 active; Rev-erbα–FITC-DNA binding, 90 min; AID 1259318, 2017;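 active means activity above about 14%, limit read from the data; passing the limit was not always enough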;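 further: 0% = DMSO wells with 35 nM protein and 100% = DMSO wells with 750 nM protein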
Target sequence (P20393 whole entry, looked up): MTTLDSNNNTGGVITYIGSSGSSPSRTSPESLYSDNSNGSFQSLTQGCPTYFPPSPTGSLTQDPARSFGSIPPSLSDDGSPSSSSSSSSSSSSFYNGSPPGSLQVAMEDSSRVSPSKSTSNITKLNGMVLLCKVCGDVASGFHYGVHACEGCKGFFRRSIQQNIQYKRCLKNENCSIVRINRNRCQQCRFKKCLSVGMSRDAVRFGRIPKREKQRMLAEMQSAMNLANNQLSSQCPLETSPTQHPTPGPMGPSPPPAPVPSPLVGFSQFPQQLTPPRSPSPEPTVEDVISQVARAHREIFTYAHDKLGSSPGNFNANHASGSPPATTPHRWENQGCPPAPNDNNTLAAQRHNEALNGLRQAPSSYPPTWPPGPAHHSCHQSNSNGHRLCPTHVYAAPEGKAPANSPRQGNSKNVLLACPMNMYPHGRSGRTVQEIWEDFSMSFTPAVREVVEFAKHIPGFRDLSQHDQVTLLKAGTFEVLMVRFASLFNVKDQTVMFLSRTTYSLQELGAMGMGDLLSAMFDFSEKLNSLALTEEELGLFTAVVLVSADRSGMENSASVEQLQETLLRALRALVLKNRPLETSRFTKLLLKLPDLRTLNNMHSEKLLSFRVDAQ
SIAE inh: human SIAE inhibitors, primary screen, biochemical, fluorescence polarization, FP-Rh probe, 1536-well HTS. 0.69% of 370,000 active. Sialate O-acetylesterase (Homo sapiens), Q9HAT2. inhibition, % at 9.66 µM. SIAE FP-Rh probe binding. AID 1053197, 2014;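 active means inhibition above a cutoff: mean of compounds within the control limits plus 3 SD of those, cut at about 17% in these data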;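 further: 0% = plate median of compound wells and 100% = probe without SIAE protein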
ABHD4 inh: ABHD4 inhibitors, primary screen, biochemical, fluorescence polarization, mouse | (Lyso)-N-acylphosphatidylethanolamine lipase (Mus musculus), Q8VD66 | 0.54% of 370,000 active | inhibition, % at 8.92 µM | purified mABHD4, FP-Rh probe fluorescence polarization;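 active means inhibition exceeding the mean over every tested compound plus 3 SD, cut at about 30% in these data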;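 further: 0% = plate median of compound wells and 100% = S159A mutant with DMSO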
Target sequence (Q8VD66 whole entry, looked up): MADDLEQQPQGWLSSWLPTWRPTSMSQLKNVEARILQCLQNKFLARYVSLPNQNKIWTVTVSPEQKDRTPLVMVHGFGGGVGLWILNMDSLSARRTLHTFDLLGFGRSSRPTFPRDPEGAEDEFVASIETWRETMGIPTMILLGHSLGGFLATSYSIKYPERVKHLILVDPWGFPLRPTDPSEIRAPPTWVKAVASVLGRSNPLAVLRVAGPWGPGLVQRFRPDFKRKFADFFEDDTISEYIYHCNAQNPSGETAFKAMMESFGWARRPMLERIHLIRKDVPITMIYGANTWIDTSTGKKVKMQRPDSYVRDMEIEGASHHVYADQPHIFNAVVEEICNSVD
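Assay system: wild-type mouse ABHD4 protein; compound: single nominal dose of 8.92 µM, 0.89% DMSO final; schedule: 45 min + 60 min at 25 °C; measured by: FP readout, ex 525 nm / em 598 nm; evaluation: % inhibition of FP-Rh probe binding versus controls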
HTRA1 inh: HTRA1 serine protease inhibitors, primary screen, biochemical, fluorescence polarization, HTS; inhibition, % at 5.96 µM; recombinant HTRA1, FP-rhodamine activity-based probe; 0.5% of 340,000 active; AID 504803, 2011; Q92743; in the data active means inhibition above about 36%;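 further: 0% = enzyme with DMSO and 100% = wells lacking enzyme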
rCAG RNA binder: binders of r(CAG) RNA repeats, primary screen, biochemical, fluorescence; r(CAG) RNA repeat, TO-PRO-1 dye displacement fluorescence; inhibition, % at 3 µM; 1.3% of 370,000 active; AID 651821, 2012;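 active means inhibition above the plate cutoff, the mean of all test compounds on that plate plus 3 SD, cut at about 35% in these data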;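 further: 0% = DMSO alone and 100% = 100 µM mitoxantrone as full dye displacement; higher means more dye released from RNA so lower well fluorescence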
TDP2 inh: human TDP2 enzyme inhibitors, primary screen, biochemical, epi absorbance, recombinant enzyme; 0.34% of 370,000 active; AID 720702, 2013; Tyrosyl-DNA phosphodiesterase 2 (Homo sapiens), O95551; inhibition, % at 12.8 µM; T5PNP hydrolysis, p-nitrophenol absorbance 415 nm;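 active means inhibition above the mean of all tested compounds plus 3 SD, set per campaign, cut at about 25% in these data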;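 further: 0% = DMSO with enzyme and 100% = buffer with substrate but no TDP2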
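Test system: human TDP2 enzyme; Input: 120 nM TDP2 per well; Buffer or medium: Mg2+-containing Tris-HCl buffer, pH 7.5; Reagent: 5 mM T5PNP; Dosing: 12.8 µM single point, 1% DMSO; Incubation: reaction 2 h, 37 °C; Detection: p-Nitrophenol epi absorbance; Read-out: % inhibition relative to enzyme-containing and enzyme-free wells; Replicates: single well per compound.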
LEDGF integ inh: blockers of LEDGF/p75-dependent integrase strand transfer – biochemical, TR-FRET, high throughput, primary screen; HIV-1 integrase (with human LEDGF/p75); TR-FRET IN-LEDGF/p75 DNA integration, Eu/Cy5; inhibition, % at 3.7 µM; 0.64% of 370,000 active;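 active means inhibition above the screen-wide mean plus 3 SD, cut at about 13% in these data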;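 further: signal is the Cy5 over europium emission ratio at 671 and 618 nm; 0% = plate median of compound wells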
PG9 binder: binders of HIV-1 gp120 antibody PG9, primary screen, biochemical, TR-FRET; 0.43% of 360,000 active; inhibition, % at 6.7 µM; HIV-1 gp120 / PG9 antibody interaction; TR-FRET gp120-PG9 antibody binding; AID 624416, 2012; in the data active means inhibition above about 8.5%
TCR CD3 inh: inhibitors of human TCR-CD3 interaction, primary screen, biochemical, fluorescence, TAMRA-labeled TCR probe; inhibition, % at 9.4 µM; 0.37% of 360,000 active; in the data active means inhibition above about 19%;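 further: recombinant mutant TCR 2C K166C tagged with TAMRA read by polarization; 0% = receptor in buffer alone and 100% = receptor with positive control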
PRMT1 inh: PRMT1 methyltransferase inhibitors, primary screen, biochemical, fluorescence polarization. AID 652257, 2013. recombinant PRMT1, activity-based probe fluorescence polarization. 1.3% of 370,000 active. Protein arginine N-methyltransferase 1 (Homo sapiens), Q99873. inhibition, % at 2.79 µM;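 active means inhibition above about 21% made by adding two undisclosed values, limit read from the data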
Starred values were filed as active, the others as inactive; . = no result given. This is a subset; count on the stated rates, not on these rows.

SMILES	NR1D1 modulator	SIAE inh	ABHD4 inh	HTRA1 inh	rCAG RNA binder	TDP2 inh	LEDGF integ inh	PG9 binder	TCR CD3 inh	PRMT1 inh
O=c1c(-c2ccco2)[n+]([O-])c2ccccc2n1OCc1ccccn1	4	-2	10	3	5	-3	0	-6.3	3	3
COc1ccc(C2=Nn3c(nnc3-c3ccccc3C(F)(F)F)SC2)cc1OC1CCOC1 (stereo not given)	0	3	4	-2	-3	2	-2	-2.6	3	0
COc1ccc(/C=N\NC(=O)c2ccccc2Br)cc1COc1ccc(F)cc1	-3	-4	-14	-12	2	-11	1	-0.6	-3	3
COc1ccccc1S(=O)(=O)N(C)C[C@@H]1OCc2cnnn2CCCC(=O)N([C@H](C)CO)C[C@@H]1C	2	0	3	0	1	-1	-1	-0.2	4	1
CC(C)c1nccn1CCC(=O)O	-2	-3	-3	-6	1	6	-3	-2.0	2	-1
O=C(Nc1ccc(Cl)cc1)N(Cc1nnc2n1CCCCC2)c1ccccc1	3	-1	-2	-6	-9	0	-3	-2.7	0	0
Cc1cc(=O)oc2c(C)c(OC(C)C(=O)NCCCN3CCCC3=O)ccc12 (stereo not given)	-11	7	1	-1	-1	3	2	-1.3	1	4
CC(NC(=O)c1ccccc1)c1nnc(SCC(=O)NC2=NCCS2)n1C (stereo not given)	-6	8	-1	8	-9	9	4	0.2	0	-4
N=c1sccn1CC(=O)NCc1ccc(Cl)cc1Cl	-2	0	-5	6	2	0	1	-2.0	-4	0
CCOC(=O)NC(=O)/C(N=Nc1ccc(C(F)(F)F)cc1)=C(\C)O	6	-4	5	8	-4	-17	7	-3.1	4	-2
Cc1cc(Nc2ccc(F)cc2Cl)n2nc(C)nc2n1	4	5	-1	-5	5	12	1	-2.8	4	-7
O=C(CN1CCN(S(=O)(=O)c2ccc(Cl)cc2)CC1)NCC1(N2CCOCC2)CCCCC1	-5	-4	-5	-3	0	2	-2	2.8	-3	3
COc1cc(OC)cc(C(=O)NNC(=O)Cc2ccc(OC)c(S(=O)(=O)N3CCOCC3)c2)c1	-2	1	2	4	10	-2	-1	-0.5	-3	3
CC(=O)Nc1cccc(C(=O)Nc2cc(C(F)(F)F)ccc2-n2cncn2)c1	4	1	2	-12	3	-6	0	0.4	-3	-1
O=C(COc1ccc(-c2nnco2)cc1)Nc1cc([N+](=O)[O-])ccc1F	-6	-2	-3	-1	2	0	-2	-0.6	-1	-1
CC(=O)Nc1ccc(S(=O)(=O)c2ccc([N+](=O)[O-])cc2)cc1	-2	-3	-11	-1	1	-12	3	-0.2	0	10
C[C@H]1CN([C@@H](C)CO)S(=O)(=O)c2ccc(C#CC(C)(C)O)cc2O[C@H]1CN(C)Cc1ccccc1	12	2	3	-7	1	2	0	-0.5	10	-2
O=C(/C=C/c1ccccc1)N1CCOCC1	3	1	0	2	1	-5	3	-2.3	3	-1
COc1ccc(C(=O)N/C(=C/c2cccnc2)C(=O)N2CCCCCC2)cc1OC	-5	10	1	7	-7	-9	-2	-2.5	4	1
CCn1cc([N+](=O)[O-])c(C(=O)N2N=C3/C(=C/c4cccs4)CCCC3C2c2cccs2)n1 (stereo not given)	4	-11	-1	-46	12	-4	-2	3.1	3	4
CCOc1ccc(NC(=O)Nc2cnccn2)cc1	7	-4	2	-1	-1	5	3	-1.7	-2	0
c1ccc(-n2nnnc2OCCOc2nnnn2-c2ccccc2)cc1	3	-9	-5	0	1	-28	0	-1.4	1	-4
O=C(COc1ccc([N+](=O)[O-])cc1)N(C1CCCCC1)C1CCS(=O)(=O)C1 (stereo not given)	-3	1	-2	7	-5	11	0	-0.3	2	0
Nc1ccc(Cl)c(S(=O)(=O)Nc2ccc(Cl)cc2)c1	-7	-9	3	5	4	-21	2	0.6	-4	-8
NCCN1CCN2C(=O)CN(C(=O)c3ccccc3)CC12 (stereo not given)	-3	-2	0	.	-3	-6	-1	0.0	-2	-1

(list continues)
SMILES	NR1D1 modulator	SIAE inh	ABHD4 inh	HTRA1 inh	rCAG RNA binder	TDP2 inh	LEDGF integ inh	PG9 binder	TCR CD3 inh	PRMT1 inh
CCN(C(=O)CSc1nnc(-c2ccccc2OC)n1N)c1c(N)n(Cc2ccccc2)c(=O)[nH]c1=O	2	4	9	3	5	-4	-3	0.8	0	10
CCC1CCCCN1S(=O)(=O)c1c(C)n(C)c(=O)n(C)c1=O (stereo not given)	-3	2	-1	-1	0	-4	2	-0.1	6	-2
Cn1c(=O)oc2cc(S(=O)(=O)N3CCCC(C(=O)Nc4ccccn4)C3)ccc21 (stereo not given)	6	9	-2	2	-1	14	0	-0.3	-1	-2
CC1CCCN(C(=O)Cn2nnc(-c3cccnc3)n2)C1 (stereo not given)	-5	4	3	-1	3	0	1	-1.6	4	-2
Cc1ccc2nc(-c3ccccc3)cc(C(=O)Nc3cccnc3)c2c1	0	-1	-6	-6	0	10	2	-0.2	1	-1
CC(NC(=O)c1nn(C)c(=O)c2ccccc12)c1ccccc1 (stereo not given)	1	11	2	-1	-4	-1	2	-2.5	2	-2
CCN1CCN(c2ccc(N=Cc3ccccc3O)cc2)CC1	-3	8	6	1	-3	1	0	-1.6	4	0
NC(=O)CSc1nnc(-c2ccco2)n1-c1ccccc1	-5	1	1	0	-3	-19	-1	-3.2	4	-5
Cc1ccc(OCCC(=O)OCC(=O)Nc2ccc(Cl)cn2)cc1	1	9	3	-1	2	5	1	0.9	1	2
Cc1cc(C)n(-c2ccc3cccc(NS(C)(=O)=O)c3n2)n1	1	-13	0	-6	-4	-5	-2	-1.0	-1	-3
CSc1ccc(Oc2cccc3c2S(=O)(=O)N([C@H](C)c2ccccc2)C[C@@H](COCc2ccccc2)O3)cc1C	-1	-5	0	.	6	7	2	-0.7	12	-7
CC1CN(CC(O)COc2ccc(C#N)cc2)CCN1CC(O)COc1ccc(C#N)cc1 (stereo not given)	-6	-4	-2	0	-2	1	-1	-1.3	2	0
COc1cccc(NC(=O)CN(C)C(C)C(=O)NC(=O)NC2CCCCC2)c1 (stereo not given)	5	1	-2	-2	-1	-4	5	1.2	6	-8
O=C(c1cc2ccccc2oc1=O)N(Cc1ccco1)CC1CCCO1 (stereo not given)	0	-1	4	-2	1	8	-2	-1.5	1	-2
Cc1ccccc1NC(=O)C(C)OC(=O)C1CC(=O)N(Cc2ccco2)C1 (stereo not given)	-4	-3	3	12	2	0	2	0.3	-3	0
COc1ccc(CNC(=O)CC(NC(N)=O)c2ccccc2Cl)cc1OC (stereo not given)	2	4	2	2	-2	-2	-4	1.4	13	-2
COC(=O)c1cc(NC(=O)Cn2nc(C)n3cccc3c2=O)cc(C(=O)OC)c1	0	1	-7	3	8	2	-4	-4.1	0	6
CCOC(=O)CNS(=O)(=O)c1cc(-c2nn(C)c(=O)c3ccccc23)ccc1C	-7	-7	5	-4	-1	5	0	-1.5	2	1
O=C(NC1CCCCC1)c1cc(-c2ccc(Cl)cc2)on1	-3	0	-8	3	-2	-21	-4	0.8	-4	4
COc1ccc2c(c1)-c1nc(/N=C/c3ccc(O)cc3)sc1CC2	1	3	25	-1	1	17	3	-2.2	-8	36*
CCOC(=O)C1CCCN(c2c(NCCc3cccc(C)c3)c(=O)c2=O)C1 (stereo not given)	-3	-7	-11	2	-2	-13	2	-1.7	3	4
CCN1CCN(Cc2ccc(OC)c(OCc3ccccc3)c2)CC1	-5	5	-3	1	-3	6	2	-0.8	3	2
COc1cc(CNCc2ccc3c(c2)OCO3)c([N+](=O)[O-])cc1OC	-5	8	6	3	-5	5	0	0.1	-8	1
CCCCCCCCCOC(=O)C1N2C(=O)[C@@H](NC(=O)COc3ccccc3)[C@H]2SC1(C)C (stereo not given in full)	-2	6	-1	-4	0	4	3	-0.3	-5	-5
CCCCn1c(N)c(N(CC(C)C)C(=O)CSCc2ccc(Cl)c(Cl)c2)c(=O)[nH]c1=O	-2	-10	4	-19	0	1	0	-0.3	-7	4

Further records
SMILES	NR1D1 modulator	SIAE inh	ABHD4 inh	HTRA1 inh	rCAG RNA binder	TDP2 inh	LEDGF integ inh	PG9 binder	TCR CD3 inh	PRMT1 inh
Cc1cc(C(C)(C)C)oc1C(=O)O	0	6	4	0	-1	-3	1	-0.5	5	-8
O=C(NCc1cccs1)C1CCCN1C(=O)Nc1ccccc1 (stereo not given)	-4	5	2	9	-2	4	0	0.1	-1	1
CCc1nnc(NC(=O)CN2CCN(Cc3ccccc3Cl)CC2)s1	-4	14	16	0	5	16	5	-1.9	2	5
CCC(C)[C@H](NC(=O)OC(C)(C)C)C(=O)N/N=C/C1=Cc2ccccc2OC1 (stereo not given in full)	2	9	3	-6	-4	-18	-1	-0.2	0	1
O=C(CSc1ncnc2nc[nH]c12)c1ccc(Cl)cc1	-4	3	8	-3	3	3	0	2.7	1	0
COC(=O)CSc1nc2ccccn2c(=O)c1C=O	-2	-3	4	-2	1	0	-4	-0.2	0	0
Cc1ccc(CN2CCNC(=O)C2CC(=O)NCCCn2cccn2)o1 (stereo not given)	0	5	-6	11	-1	-1	4	-0.4	8	-2
CCCNC(=O)Nc1ccc(NC(C)=O)cc1	1	1	3	-2	-1	10	-2	-3.1	3	3
Cc1c(-c2ccccc2)cnc2c(C)cccc12	0	4	-4	0	1	2	0	-1.0	4	0
O=C(NCCc1ccccc1)OCc1cn(Cc2cc(F)cc(F)c2)nn1	-6	7	7	.	2	-3	-4	.	.	-1
Cc1ccc(CNC(=O)CNS(=O)(=O)c2ccc3c(c2)C(C)(C)C(=O)N3C)cc1	-5	-3	-3	3	0	1	0	-0.5	-5	1
C=CCSc1nnc(-c2ccncc2)n1-c1ccc(OCC)cc1	8	0	-3	4	-6	1	1	-2.6	5	-2
O=C(Nc1cccc(F)c1)C1CCN(C(=O)N2CCOc3ccccc32)CC1	0	1	-2	3	1	-13	-1	-1.4	0	-3
CCOC(=O)c1c(NC(=O)CSc2nc3c(c(=O)n(C)c(=O)n3C)n2CC)sc(C)c1C	-3	-5	-2	3	0	8	-1	0.6	4	1

Some of these compounds in order of the ABHD4 inh value, low to high:
SMILES | ABHD4 inh
Cc1ccc(CN2CCNC(=O)C2CC(=O)NCCCn2cccn2)o1 (stereo not given) | -6
CCC(C)[C@H](NC(=O)OC(C)(C)C)C(=O)N/N=C/C1=Cc2ccccc2OC1 (stereo not given in full) | 3
CCc1nnc(NC(=O)CN2CCN(Cc3ccccc3Cl)CC2)s1 | 16
